tim23-1 inh – growth inhibitors of tim23-1 mutant yeast, primary screen, luminescence, uHTS; S. cerevisiae tim23-1 growth, BacTiter-Glo luminescence, 24 h; inhibition, % at 20 µM; 330,000 compounds, 1.3% hits;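 active means growth inhibition of the mutant yeast at or above 50%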;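 further: temperature-sensitive mutant grown at 25 °C; plate controls were DMSO-treated mutant yeast for no effect and medium wells lacking yeast for full effect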
697 NFkB inh – inhibitors of PMA/ionomycin-induced NF-kB reporter, 697 cells, primary screen, B-cell NF-kB inhibitor project, cell-based, luminescence, uHTS. 697 B-cell NF-kB luciferase reporter, 16 h. AID 435022, 2010. inhibition, % at 4 µM. 330,000 compounds, 0.33% hits; in the data active means inhibition above about 35%
Mdm2 MdmX PPI – inhibitors of human Mdm2-MdmX association, primary screen, cell-based, luminescence, split luciferase, SaOS-2, uHTS; Protein Mdm4 (Homo sapiens) + E3 ubiquitin-protein ligase Mdm2 (Homo sapiens), …; SaOS-2 split-luciferase Mdm2/MdmX complementation; inhibition, % at 8 µM; 330,000 compounds, 3% hits;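 active means inhibition of at least 50% at 8 µM in the primary screen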
Target sequence (O15151 whole entry, looked up): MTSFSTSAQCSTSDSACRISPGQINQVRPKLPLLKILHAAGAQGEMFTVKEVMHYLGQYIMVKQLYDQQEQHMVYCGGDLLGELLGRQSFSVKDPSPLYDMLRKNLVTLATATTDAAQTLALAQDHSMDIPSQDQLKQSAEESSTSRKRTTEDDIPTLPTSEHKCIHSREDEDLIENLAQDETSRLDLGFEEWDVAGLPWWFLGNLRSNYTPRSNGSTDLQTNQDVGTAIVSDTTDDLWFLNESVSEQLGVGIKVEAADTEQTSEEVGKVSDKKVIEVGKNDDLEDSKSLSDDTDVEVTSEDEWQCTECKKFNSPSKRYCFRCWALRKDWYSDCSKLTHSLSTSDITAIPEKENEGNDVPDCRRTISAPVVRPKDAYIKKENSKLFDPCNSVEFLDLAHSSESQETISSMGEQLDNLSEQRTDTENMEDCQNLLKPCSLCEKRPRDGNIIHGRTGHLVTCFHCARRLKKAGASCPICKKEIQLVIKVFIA
Target sequence (Q00987 whole entry, looked up): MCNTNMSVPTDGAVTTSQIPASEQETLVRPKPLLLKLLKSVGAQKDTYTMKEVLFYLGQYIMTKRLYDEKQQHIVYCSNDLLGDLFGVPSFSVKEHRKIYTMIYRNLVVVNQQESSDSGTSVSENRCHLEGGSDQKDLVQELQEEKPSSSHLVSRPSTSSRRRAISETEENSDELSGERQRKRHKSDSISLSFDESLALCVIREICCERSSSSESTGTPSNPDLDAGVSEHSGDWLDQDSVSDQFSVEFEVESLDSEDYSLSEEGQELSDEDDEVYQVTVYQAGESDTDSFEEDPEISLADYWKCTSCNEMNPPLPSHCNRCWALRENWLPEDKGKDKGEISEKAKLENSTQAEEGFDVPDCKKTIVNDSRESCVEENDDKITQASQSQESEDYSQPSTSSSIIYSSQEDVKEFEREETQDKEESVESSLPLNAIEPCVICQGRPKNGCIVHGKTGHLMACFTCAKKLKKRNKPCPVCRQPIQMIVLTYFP
Jurkat NFkB inh – inhibitors of induced NF-kB luciferase reporter, primary screen, TCR NF-kB activation inhibitor project, cell-based, luminescence, uHTS; Jurkat, PMA/ionomycin-induced NF-kB luciferase reporter; inhibition, % at 4 µM; 330,000 compounds, 0.53% hits; in the data active means inhibition above about 50%
UPR CHOP act – activators of apoptotic CHOP UPR arm, primary screen, cell-based, CHO-CHOP luciferase reporter, luminescence, uHTS; UPR activation; percent of tunicamycin response over DMSO baseline; activation, % at 10 µM; 330,000 compounds, 0.34% hits; AID 449763, 2010;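 active means at 10 µM dose, activation of 40% or more, normalized to positive control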;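 further: 100% = tunicamycin at 10 µg/mL and 0% = DMSO alone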
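measured by = luciferase luminescence | assay system = CHO-CHOP cells, stable luciferase reporter of PERK-eIF2a-CHOP signalling | amount = 500 reporter cells seeded per well | timing = 6 h compound exposure at 37 °C after overnight seeding | controls = positive tunicamycin 10 µg/mL, negative DMSO alone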
UPR XBP1 act – activators of adaptive XBP1 UPR arm, primary screen, cell-based, CHO-XBP1 luciferase reporter, luminescence, uHTS; 330,000 compounds, 0.33% hits; IRE1-XBP1 UPR activation; percent of tunicamycin response, DMSO as zero; activation, % at 20 µM;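 active means versus positive control, 20 µM dose yields 30% or more activation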;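 further: 100% = tunicamycin at 10 µg/mL and 0% = DMSO only wells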
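Signal: luciferase luminescence; Assay system: CHO-XBP1 luciferase reporter cells; Amount: one thousand reporter cells per well; Dosing: 20 µM single concentration, DMSO 1%; Benchmarks: high control tunicamycin 10 µg/mL final, low control DMSO vehicle only; Schedule: 6 h compound exposure at 37 °C, 5% CO2; Evaluation: percent activation relative to tunicamycin reference.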
APJ antag – antagonists of human apelin receptor APJ, primary screen, CHO-K1 cells, beta-arrestin complementation, luminescence; inhibition, % at 20 µM; AID 2521, 2010; 330,000 compounds, 0.32% hits; P35414;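 active means inhibition above about 40% at 20 µM, limit read from the data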;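 further: cells challenged with 10 nM apelin-13 agonist together with compound; plate controls were apelin-13 plus DMSO wells for no effect and DMSO wells lacking apelin-13 for full effect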
APJ ag – agonists of human apelin receptor APJ, primary screen, CHO-K1 cells, PathHunter beta-arrestin, luminescence; P35414; activation, % at 20 µM; AID 2520, 2010; 330,000 compounds, 0.11% hits; 0% DMSO wells, 100% apelin;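 active means activation more than six SD over the plate average, tested at 20 µM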;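 further: 0% = DMSO alone and 100% = apelin-13 at 10 nM; some results filed as inactive read as strong as hits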
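Assay system: CHO-K1 APJ beta-arrestin complementation cell line / Compound: single test compound dose, 20 µM final, 1% DMSO / Times: overnight seeding, 90 min compound at 25 °C, 1 h detection / Technique: beta-gal luminescence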
* marks the source's active call; other numbers are inactive results. Outcome played no part in choosing rows; about 5% have a hit in one of these screens.

Key to letters – A = tim23-1 inh; B = 697 NFkB inh; C = Mdm2 MdmX PPI; D = Jurkat NFkB inh; E = UPR CHOP act; F = UPR XBP1 act; G = APJ antag; H = APJ ag
> Cc1ccc(S(=O)(=O)N[C@@H](Cc2ccccc2)C(=O)CCl)cc1
  A = 69* | B = 13 | C = 80* | D = 4 | E = 7.5 | F = -5 | G = 11 | H = 4

> O=C(N/N=C/c1coc2ccccc2c1=O)c1cc(Br)c(O)c(Br)c1
  A = 40 | B = 2 | C = 42 | D = -6 | E = -0.1 | F = -7 | G = 16 | H = 0

> O=C1CS/C(=N/N=C2C3CC4CC(C3)CC2C4)N1
  A = 8 | B = -23 | C = -10 | D = 1 | E = 3.7 | F = -1 | G = -3 | H = 4

> O=C(CCCN1C(=O)CCC1=O)Nc1ccccc1F
  A = 7 | B = 18 | C = 2 | D = -4 | E = -2.2 | F = -4 | G = 6 | H = -4

> COc1ccc(C(=O)/C=C/Nc2ccc(NC(C)=O)cc2)cc1OC
  A = 12 | B = 19 | C = 14 | D = -1 | E = -0.2 | F = 0 | G = -1 | H = -2

> O=C(Nc1ccncc1NC(=O)c1cccc([N+](=O)[O-])c1)c1cccc([N+](=O)[O-])c1
  A = -17 | B = 2 | C = 87* | D = -5 | E = -0.7 | F = -1 | G = -18 | H = -4

> CC(=O)Nc1ccc(-c2csc(NC(=O)CC(NC(C)=O)c3ccccc3)n2)cc1 (configuration not stated)
  A = 9 | B = -6 | C = 0 | D = -6 | E = 1.1 | F = 4 | G = 32 | H = 0

> CCSc1nnc(NC(=O)C(CC)(C(F)(F)F)C(F)(F)F)s1
  A = 9 | B = 9 | C = 25 | D = 2 | E = -2.0 | F = -8 | G = -4 | H = -4

> CC(OC(=O)CNC(=O)C12CC3CC(CC(C3)C1)C2)C(=O)Nc1ccc(N2CCOCC2)cc1 (configuration not stated)
  A = 5 | B = -5 | C = -6 | D = -5 | E = -1.3 | F = -1 | G = -10 | H = -1

> COc1ccc(C/C(C)=N\NC(=O)c2c[nH]c3ccccc23)cc1OC
  A = 7 | B = 5 | C = 9 | D = 18 | E = -1.1 | F = -1 | G = 14 | H = 1

> COc1cccc(NC(=O)c2ccccc2N2C(=O)C3C4C=CC(C5CC45)C3C2=O)c1 (configuration not stated)
  A = 16 | B = -28 | C = -13 | D = -17 | E = 1.8 | F = -3 | G = 11 | H = 3

> CCCNC(=O)CC1C(=O)N(Cc2ccccc2)C(C)c2nc3ccccc3n21 (configuration not stated)
  A = 1 | B = 16 | C = -8 | D = -1 | E = 0.3 | F = -2 | G = 8 | H = -2

> Cc1noc(C)c1COC(=O)c1ccc2c(c1)S(=O)(=O)c1ccccc1C2=O
  A = 5 | B = 2 | C = 13 | D = 1 | E = 0.7 | F = 1 | G = -44 | H = 2

> COc1cc(/C=C(/C(=O)c2cccs2)c2nc3ccccc3[nH]2)cc(OC)c1O
  A = 27 | B = -8 | C = 91* | D = -12 | E = 126* | F = 8 | G = 4 | H = 3

> Cc1ccccc1-n1c(SCc2cccc(F)c2)nc2[nH]ncc2c1=O
  A = 27 | B = 6 | C = 21 | D = 4 | E = 2.3 | F = 1 | G = 4 | H = -1

> O=C(Nc1ccc(N2CCOCC2)cc1)c1cccc(S(=O)(=O)N2CCC(Cc3ccccc3)CC2)c1
  A = 13 | B = -9 | C = 15 | D = -4 | E = 0.9 | F = -1 | G = 0 | H = 0

> COc1ccc(C2=NOC(C(=O)Nc3cccc(O)c3)C2)cc1 (configuration not stated)
  A = 7 | B = 2 | C = 6 | D = 7 | E = 0.9 | F = 2 | G = 16 | H = -5

> O=C(NC1CCc2ccccc21)C12CN(Cc3ccccc3)CC1C(c1cccc([N+](=O)[O-])c1)=NO2 (configuration not stated)
  A = 15 | B = -64 | C = 0 | D = -62 | E = -0.8 | F = -1 | G = -6 | H = -3

> CCNC(=O)CNC(=O)c1nn(Cc2ccccc2)c(=O)c2ccccc12
  A = 6 | B = 16 | C = -21 | D = -6 | E = 3.6 | F = -2 | G = 22 | H = 5

> CCOC(=O)c1c(C(F)(F)C(F)(F)C(F)(F)C(F)(F)F)n[nH]c1C
  A = 13 | B = 10 | C = 25 | D = -2 | E = 0.1 | F = -1 | G = 3 | H = -2

> C=CCn1ccc2c([N+](=O)[O-])cccc2c1=O
  A = 7 | B = 17 | C = 14 | D = -18 | E = 0.4 | F = -1 | G = -14 | H = 1

> CCOC(=O)N1CCN(C(=O)c2cc3c(ccc4ccccc43)oc2=O)CC1
  A = 18 | B = -16 | C = -6 | D = -2 | E = -0.6 | F = -2 | G = 2 | H = 1

> CCC(CC)C(=O)Nc1cc([N+](=O)[O-])ccc1Cl
  A = 1 | B = 2 | C = -17 | D = 13 | E = 1.3 | F = -1 | G = 7 | H = 2

> COc1ccc(S(=O)(=O)N2CCOCC2)cc1NC(=O)COC(=O)c1ccc(C)s1
  A = 4 | B = 6 | C = -28 | D = -5 | E = -0.7 | F = -4 | G = -10 | H = -1

> Cc1cc2c(cc3c(=O)n(CC(=O)NCCCN4CC(C)CC(C)C4)ncn32)s1 (configuration not stated)
  A = 9 | B = -14 | C = -2 | D = -13 | E = -1.2 | F = -1 | G = -7 | H = -2

> NS(=O)(=O)c1ccc(-c2ccc(C=C3C(=O)c4ccccc4C3=O)o2)cc1
  A = -17 | B = 22 | C = 15 | D = -3 | E = 1.4 | F = 0 | G = -7 | H = 2

> CC(=O)Oc1ccc2c(C)cc(=O)[nH]c2c1
  A = 4 | B = 12 | C = 2 | D = 9 | E = -3.0 | F = -3 | G = 6 | H = -2

> COCCN(C(=O)c1csnn1)C(C(=O)NC1CCCCC1)c1ccc(Cl)cc1 (configuration not stated)
  A = 19 | B = 4 | C = -3 | D = -3 | E = 0.6 | F = -2 | G = -10 | H = -1

Single records, from the list above.
Profile of CCC(CC)C(=O)Nc1cc([N+](=O)[O-])ccc1Cl → tim23-1 inh: 1; 697 NFkB inh: 2; Mdm2 MdmX PPI: -17; Jurkat NFkB inh: 13; UPR CHOP act: 1.3; UPR XBP1 act: -1; APJ antag: 7; APJ ag: 2
Profile of Cc1ccc(S(=O)(=O)N[C@@H](Cc2ccccc2)C(=O)CCl)cc1 → tim23-1 inh: 69*; 697 NFkB inh: 13; Mdm2 MdmX PPI: 80*; Jurkat NFkB inh: 4; UPR CHOP act: 7.5; UPR XBP1 act: -5; APJ antag: 11; APJ ag: 4

Exported field by field: entries from further up
SMILES: CCCNC(=O)CC1C(=O)N(Cc2ccccc2)C(C)c2nc3ccccc3n21 (configuration not stated)
  tim23-1 inh = 1 | 697 NFkB inh = 16 | Mdm2 MdmX PPI = -8 | Jurkat NFkB inh = -1 | UPR CHOP act = 0.3 | UPR XBP1 act = -2 | APJ antag = 8 | APJ ag = -2
SMILES: NS(=O)(=O)c1ccc(-c2ccc(C=C3C(=O)c4ccccc4C3=O)o2)cc1
  tim23-1 inh = -17 | 697 NFkB inh = 22 | Mdm2 MdmX PPI = 15 | Jurkat NFkB inh = -3 | UPR CHOP act = 1.4 | UPR XBP1 act = 0 | APJ antag = -7 | APJ ag = 2
